# High-throughput results from PubChem BioAssay.
# MITF primary: blocks human microphthalmia-associated transcription factor; O75030; AlphaScreen MITF homodimerization, bead proximity signal; inhibition, % at 2.6 µM; 650,000 compounds, 0.91% hits; AID 1259374; in the data active = inhibition above about 50%;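 also: 0% = vehicle wells with protein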
# GPR151 activ: human GPR151 activation | 650,000 compounds, 1% hits | PathHunter beta-arrestin GPR151 cells, luminescence | AID 1508602 | Q8TDV0 | activation, % at 11.2 µM; in the data active = activation above about 4.9%;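 also: 0% = median of compound wells and 100% = cells with positive control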
# Target sequence (Q8TDV0 whole entry, looked up): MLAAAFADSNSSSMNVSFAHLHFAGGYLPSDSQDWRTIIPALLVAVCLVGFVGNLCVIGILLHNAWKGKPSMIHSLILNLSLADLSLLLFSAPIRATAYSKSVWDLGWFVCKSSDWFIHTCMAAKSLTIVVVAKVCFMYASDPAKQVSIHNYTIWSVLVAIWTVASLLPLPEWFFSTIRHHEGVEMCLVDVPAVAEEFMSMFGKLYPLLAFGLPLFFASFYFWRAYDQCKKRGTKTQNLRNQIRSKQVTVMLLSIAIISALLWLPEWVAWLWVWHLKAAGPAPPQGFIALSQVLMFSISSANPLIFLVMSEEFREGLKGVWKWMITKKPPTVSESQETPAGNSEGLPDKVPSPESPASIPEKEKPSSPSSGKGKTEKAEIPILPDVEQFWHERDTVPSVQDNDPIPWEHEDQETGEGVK
# TEAD-YAP inh: TEAD-YAP interaction inhibition; HEK-TIYL cells, TEAD-Gal4/YAP UAS-luciferase luminescence; inhibition, % at 9.12 µM; 640,000 compounds, 1.4% hits; AID 1259422; in the data active = inhibition above about 32%;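 also: 0% = median of test compound wells and 100% = reference inhibitor wells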
# FBW7 act: human FBW7 E3 ligase activation, primary screen; AlphaScreen FBW7–phospho-cyclin E peptide binding, activator screen; 650,000 compounds, 0.13% hits; Q969H0; AID 1259310; normalized activity (activation), % at 26.1 µM; in the data active = normalized activity above about 1.9%;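 also: purified mutant Fbw7 with reduced substrate affinity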
# Target sequence (Q969H0 whole entry, looked up): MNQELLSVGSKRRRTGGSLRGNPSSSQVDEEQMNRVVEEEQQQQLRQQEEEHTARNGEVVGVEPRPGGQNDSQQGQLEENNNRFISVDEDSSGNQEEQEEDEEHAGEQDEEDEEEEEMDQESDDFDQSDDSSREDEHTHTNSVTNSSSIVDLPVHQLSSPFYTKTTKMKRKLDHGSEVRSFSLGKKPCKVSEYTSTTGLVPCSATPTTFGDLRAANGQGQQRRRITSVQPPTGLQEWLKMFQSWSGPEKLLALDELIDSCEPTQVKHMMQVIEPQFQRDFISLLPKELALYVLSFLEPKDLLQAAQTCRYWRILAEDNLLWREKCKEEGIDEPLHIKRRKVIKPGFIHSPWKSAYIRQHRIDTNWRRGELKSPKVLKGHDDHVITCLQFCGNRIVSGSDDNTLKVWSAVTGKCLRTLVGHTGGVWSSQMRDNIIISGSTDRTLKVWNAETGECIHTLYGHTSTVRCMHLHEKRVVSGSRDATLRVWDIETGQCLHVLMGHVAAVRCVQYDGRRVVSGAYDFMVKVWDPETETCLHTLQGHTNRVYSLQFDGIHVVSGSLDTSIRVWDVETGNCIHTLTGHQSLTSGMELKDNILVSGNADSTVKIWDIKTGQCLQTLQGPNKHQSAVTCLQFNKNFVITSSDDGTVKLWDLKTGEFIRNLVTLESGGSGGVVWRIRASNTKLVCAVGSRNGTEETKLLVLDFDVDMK
# The depositor's hits bear a star; & = joins results of further samples; ! = not confirmed by another sample.
SMILES,MITF primary,GPR151 activ,TEAD-YAP inh,FBW7 act
Cc1cc(C)n(-c2cc(NCCNC(=O)Nc3cccc(F)c3)nc(C)n2)n1,12.2,1.4,0.8,1.1
O=C(CN1C(=O)C2C3C=CC(C3)C2C1=O)Nc1ncc(S(=O)(=O)c2ccc([N+](=O)[O-])cc2)s1 (configuration not stated),7.4,1.2,10.2,0.0
Cc1nc2c(-c3ccsc3)cnn2c(C)c1Cc1ccc(Cl)nc1,2.9,2.4,8.2,0.2
COCCNCc1ccc(OCC(=O)N2CCOCC2)c(OC)c1,-4.5,-0.5,13.5,0.0
CC(C)N(Cc1ccccc1)S(=O)(=O)c1ccc2c(c1)OCCO2,-4.7,1.2,5.5,-0.1
CCOC(=O)c1cnc2ccc(OCC)cc2c1N1CCC(C(=O)OCC)CC1,2.8,0.3,-4.9,-0.1
CC(=O)NCCc1nc2ccccc2n1CCCCOc1ccccc1C,7.6,-1.0,0.4,-0.4
CCN1CCN(CC(=O)c2ccc(Cl)s2)CC1,74.3*,-1.1,9.4,-0.1
Cc1ccc(-n2c(C)cc(C(=O)OCC(=O)Nc3ccc(C(N)=O)cc3)c2C)cc1,-8.9,-1.0,5.6,-0.3
Cc1ccc(NC2=NCC(=O)N2Cc2ccc3c(c2)OCO3)c(C)c1,0.6,1.7,-5.1,0.1
CC(C(=O)O)c1ccc(CC2CCCC2=O)cc1 (configuration not stated),4.5&14.2,6.7*!,4.4&4.9,0.0&0.3
O=C1c2ccccc2C(=O)N1CNc1ccccc1,-11.4,1.4,-2.2,0.0
O=C(NC1CC1)c1ccc2nc(N3CCC(N4CCOCC4)CC3)sc2c1,14.1,0.1,-16.6,0.6
CCOCCCNC(=O)c1cc(OC)c(OC)cc1[N+](=O)[O-],-6.6,0.4,3.9,0.1
CC1(C)CC(NC(=O)CN2CCCCC2)CC(C)(C)N1,10.3,-0.6,-9.8,0.1
CCN1CCCc2cc(CN3CCc4c(nc(C)[nH]c4=O)C3)ccc21,16.2,-0.8,3.8,0.1
COc1cc(/C=C(/C#N)c2nc3ccccc3[nH]2)cc(OC)c1O,21.3,3.4,-18.9,0.0
CC(=O)N1CCN(c2ccc(NC(=O)c3cccc4c(Br)cccc34)cc2)CC1,5.4,-1.5,2.2,-0.2
COCCN(CCOC)C(=O)CSc1nnc2nc(C)cc(C)n12,9.6,0.7,5.5,0.6
CC1(C)CC(=O)C2=C(C1)NC(=O)CC2c1ccsc1 (configuration not stated),45.8,0.5,-11.5,0.2
Cc1cccc(NC(=O)CSc2cn(CCNC(=O)c3ccc(F)cc3)c3ccccc23)c1,-6.5,1.3,-2.3,-0.2
COC(=O)c1c(NC(=O)c2ccc(Cl)cc2)sc2c1CCC(C)C2 (configuration not stated),1.1,-2.3,10.8,-0.1
O=C(O)CSc1nc2ccsc2c(=O)n1Cc1ccc2c(c1)OCO2,8.6,-0.8,-10.2,-0.1
O=C(COc1ccc(Cl)cc1)Nc1sc2c(c1C(=O)Nc1cccc(Cl)c1)CCCC2,2.7,2.3,5.3,-0.1

# Shown with values under each structure: part of the list above
# Order of results: MITF primary	GPR151 activ	TEAD-YAP inh	FBW7 act
- O=C1c2ccccc2C(=O)N1CNc1ccccc1
    -11.4	1.4	-2.2	0.0
- O=C(NC1CC1)c1ccc2nc(N3CCC(N4CCOCC4)CC3)sc2c1
    14.1	0.1	-16.6	0.6
- CCOCCCNC(=O)c1cc(OC)c(OC)cc1[N+](=O)[O-]
    -6.6	0.4	3.9	0.1
- CC1(C)CC(NC(=O)CN2CCCCC2)CC(C)(C)N1
    10.3	-0.6	-9.8	0.1
- CCN1CCCc2cc(CN3CCc4c(nc(C)[nH]c4=O)C3)ccc21
    16.2	-0.8	3.8	0.1
- COc1cc(/C=C(/C#N)c2nc3ccccc3[nH]2)cc(OC)c1O
    21.3	3.4	-18.9	0.0
- CC(=O)N1CCN(c2ccc(NC(=O)c3cccc4c(Br)cccc34)cc2)CC1
    5.4	-1.5	2.2	-0.2
- COCCN(CCOC)C(=O)CSc1nnc2nc(C)cc(C)n12
    9.6	0.7	5.5	0.6
- CC1(C)CC(=O)C2=C(C1)NC(=O)CC2c1ccsc1 (configuration not stated)
    45.8	0.5	-11.5	0.2
- Cc1cccc(NC(=O)CSc2cn(CCNC(=O)c3ccc(F)cc3)c3ccccc23)c1
    -6.5	1.3	-2.3	-0.2
- COC(=O)c1c(NC(=O)c2ccc(Cl)cc2)sc2c1CCC(C)C2 (configuration not stated)
    1.1	-2.3	10.8	-0.1
- O=C(O)CSc1nc2ccsc2c(=O)n1Cc1ccc2c(c1)OCO2
    8.6	-0.8	-10.2	-0.1
- O=C(COc1ccc(Cl)cc1)Nc1sc2c(c1C(=O)Nc1cccc(Cl)c1)CCCC2
    2.7	2.3	5.3	-0.1

# (listing goes on)
SMILES,MITF primary,GPR151 activ,TEAD-YAP inh,FBW7 act
CCCN1C(=O)CC(C(=O)OC)C12CCN(Cc1ccccc1F)CC2 (configuration not stated),-7.3,1.0,-7.2,-0.1
O=C(c1nc2ccccn2c1CN1CCCCC1c1cccnc1)N1CCOCC1 (configuration not stated),10.1,1.6,-7.3,0.1
CCOc1ccc2c(c1)O/C(=C\c1ccc(OCC(=O)OC)c(OC)c1)C2=O,-11.1,1.4,2.3,-0.1
COc1ccc(/C=N\NC(=O)Cc2cccs2)cc1OC,-9.0,1.7,-39.6,-0.1
Cc1ncccc1C(=O)N1CCCC(C(=O)c2ccc3ccccc3c2)C1 (configuration not stated),10.7,0.8,-21.8,0.2
CCOc1ccc(C2/C(=C(\O)c3ccc(Cl)cc3)C(=O)C(=O)N2c2ccc(C)c(Br)c2)cc1 (configuration not stated),-1.2,-1.2,-2.6,0.0
Cc1ccc(NC(=O)CSc2nc(-c3cccs3)cc(-c3ccc(Cl)cc3)c2C#N)c(I)c1,-4.7,-0.1,4.3,-0.1
Cc1ccc2nc(-c3ccc(C)c(NCc4cc([N+](=O)[O-])cc(Br)c4O)c3)oc2c1,4.6,-1.7,-0.3,0.0
COc1cccc(/C=N\NC(=O)Cn2c(-c3nonc3N)nc3ccccc32)c1O,12.1,-0.9,28.5,0.4
Cc1ccc(OCc2nnc3n2CCCCC3)cc1C,16.5,-2.1,-19.3,0.7
COc1cc2nc(Nc3ccccn3)nc(Nc3ccc(NC(C)=O)cc3)c2cc1OC,12.3,-1.6,10.9,0.0
CC(C)(CO)NCC(O)CON=C1c2ccccc2-c2ccccc21 (configuration not stated),7.5,1.1,-1.9,-0.2
COc1ccc([N+](=O)[O-])cc1/C=N/Nc1nc(N2CCOCC2)nc(N2CCOCC2)n1,2.8,-0.4,-2.1,0.0
CCOc1ccc(C(=O)c2[nH]c(=O)c3ccccc3c2O)cc1,16.1,-0.3,5.8,0.1
CCN(CC)S(=O)(=O)c1ccc(-c2csc(N3N=C(c4ccc(OC)cc4)CC3c3ccco3)n2)cc1 (configuration not stated),0.9,-2.0,-2.5,0.8
CC(=O)Oc1ccc(C(=O)Nc2cc(C(F)(F)F)ccc2Cl)cc1,11.6,-1.0,13.4,0.0
COc1cc(Nc2cc(Nc3ccncc3)ncn2)cc(OC)c1OC,9.2,-0.7,-1.1,0.5
COCCn1c(=S)[nH]c2cc(C(=O)NCc3ccccn3)ccc2c1=O,-11.4,-1.6,3.5,0.0
COc1ccc(-c2noc(N3CCc4ccccc43)n2)cc1,15.0,-1.2,-30.2,0.1
Cc1cc(/C=C2/NC(=O)NC2=O)c(C)n1-c1ccccn1,5.8,-0.2,-6.0,0.2
O=C(c1ccc2nc3ccc(Cl)cc3c(=O)n2c1)N1CCN(c2ccccc2)CC1,6.0,-0.1,5.0,0.1
CCN(CC)C(=O)c1c(NC(=O)c2ccc(F)cc2)sc2c1CCC(C(C)(C)C)C2 (configuration not stated),-0.8,0.7,0.4,0.0
COc1ccccc1OCCCOc1cccc(C=O)c1,-7.5,-0.5,-40.4,-0.1
CCOC(=O)c1c(NC(=O)CN2CCCC2)sc2c1CCC(C)C2 (configuration not stated),2.5,0.0,8.3,0.0
CC[C@H](C)[C@@H]1NC(=O)[C@@H]2C[C@H](NC(=O)Nc3ccccc3F)CN2C1=O,5.7,0.7,-14.5,1.0
COC(=O)c1cccc(Oc2nc3c(c(=O)n(C)c(=O)n3C)n2Cc2ccc(C)cc2)c1,-3.0,-0.5,2.7,0.1
COc1ccc(Nc2nc(-c3ccccc3)c3cc(Cl)ccc3n2)c(OC)c1,2.8,0.6,6.8,-0.1
COc1cccc(N2CCN(c3ncnc4c3c(-c3ccccc3)cn4-c3cccc(C(F)(F)F)c3)CC2)c1,-1.4,-0.8,0.3,-0.2
CC(=O)c1ccc2c(c1)Nc1ccccc1S2,-2.1,-0.2,-7.2,-0.1
Cn1c(=O)[nH]c(=O)c2c1nc(N1CCN(CCO)CC1)n2CCCc1ccccc1,6.8,-0.6,-2.6,-0.1
COc1ccc(C2/C(=C(\O)c3ccc(C)cc3)C(=O)C(=O)N2c2ccc(O)cc2)cc1 (configuration not stated),-3.0,3.4,-8.4,-0.5
Nc1c(C(=O)Nc2cccc(F)c2)c2ccccn2c1C(=O)c1ccccc1,-7.0,0.5,1.9,-0.1
CCOC(=O)c1c(C)oc2ccc(OC(=O)c3cccs3)cc12,20.4,1.2,-16.4,1.8
CCCS(=O)(=O)NCCc1csc2nc(-c3ccc(C)cc3)nn12,-3.0,2.7,-2.6,-0.2
O=C(CSc1nnc(-c2ccccc2O)o1)N1CCc2ccccc21,5.9,6.3*,7.0,0.0
C=CCn1c(Cl)nc2c1c(=O)n(C)c(=O)n2C,2.0,1.0,14.2,-0.1
N#Cc1cc([N+](=O)[O-])ccc1NCCn1c(=S)[nH]c2cc(Cl)ccc2c1=O,-9.9,3.1,-10.7,-0.1
Cc1cc(C)c(S(=O)(=O)C(C)C)c(Cl)n1,10.7,1.8,-0.1,0.0
O=C(Cc1ccc2c(c1)OCO2)NC1(c2ccc3c(c2)OCO3)CCCC1,-8.8,-0.6,-6.2,-0.1
CC1CCCCN1S(=O)(=O)c1cccc(C(=O)O)c1 (configuration not stated),24.7,0.2,-8.1,0.0
O=C(c1ccc2c(=O)n(CCc3ccccc3)c(=O)[nH]c2c1)N1CCc2ccccc2C1,3.6,-0.1,-3.5,-0.1
Cc1ccc(CNC(=O)c2ccc(N)cc2)cc1C,-6.3,-1.5,-6.7,0.0
O=C(NCCCn1ccnc1)NC(C(F)(F)F)C(F)(F)F,-0.1,0.6,5.4,0.1
COc1cc(SC)ccc1C(=O)n1nnc2ccccc21,-0.7,-0.8,4.0,0.6
Cc1cc(C)cc(N(C(C)C(=O)NC2CC3CCC2C3)S(C)(=O)=O)c1 (configuration not stated),9.0,-0.6,7.6,0.1
Cc1ccc(N2CC(C(N)=O)CC2=O)cc1C (configuration not stated),13.6,-0.4,-1.2,-0.1
COc1ccc(C(=O)COC(=O)CCC(=O)Nc2ccc(C(=O)OCC(C)C)cc2)cc1,16.8,0.3,1.9,0.2
COc1cccc(-c2cc(C(=O)NCc3ccco3)[nH]n2)c1,-2.4,-0.4,-80.3,0.0
CC(C)OC(=O)/C(=C\c1ccccc1)NC(=O)/C=C/c1ccccc1,-3.6,-0.1,-3.4,-0.1
CC(=O)N1C2=C(CCCC2)C(=O)NC12CCCCC2,2.5,-1.1,-4.0,-0.2
CN(C1CC1)S(=O)(=O)c1ccc(C(=O)Nc2ncnc3c2CCC3)cc1,-11.5,-0.6,-3.2,0.0
O=C(COc1cccc([N+](=O)[O-])c1)Nc1cc(C(=O)O)cc(C(=O)O)c1,-12.2,-1.2,11.0,-0.1
CCCOC(=O)C1=C(C)NC2=C(C(=O)CCC2)C1c1cccc(O)c1 (configuration not stated),7.6,1.2,2.4,-0.1
Cc1cc(C)n2nc(SC3CCCC3)nc2n1,-8.7,0.8,-3.3,0.1
CC(=O)N1CCN(Cc2ccc3c(c2)CN(Cc2nc4ccccc4n2C)CCO3)CC1,-3.1,-0.8,0.8,0.0
Cc1ccc(C)c(OCC(=O)O/N=C(\N)c2ccc(I)cc2)c1,-13.5,5.5*,3.5,-0.1
CN1Cc2cccc(C(=O)NC3(c4cccc(F)c4)CCCC3)c2C1=O,8.4,0.4,12.2,0.6
CCCC(c1nnnn1Cc1ccc(OC)cc1)N1CCN(Cc2ccccc2)CC1 (configuration not stated),1.4,0.5,-1.4,0.1
CCOC(=O)N1CCN(C(=O)CN2C(=O)CCSc3ccccc32)CC1,-11.8,-1.5,4.6,-0.3
CCOc1ccc2[nH]c(=O)c(CN(CCO)Cc3nnnn3CCc3ccccc3)cc2c1,-7.4,-0.2,7.5,0.0
# Additional entries follow.
SMILES,MITF primary,GPR151 activ,TEAD-YAP inh,FBW7 act
CCOc1ccc(NC(=O)NCCCn2c(C)nc3cc(C)c(C)cc32)cc1,11.4,2.2,6.9,0.0
Cc1cc(C)c2c(NCc3ccco3)n[nH]c2n1,-1.5,0.2,-11.7,-0.1
CCOC(=O)C1=C(C(=O)OCC)SC2(S1)C(C(=O)OCC)=C(C(=O)OCC)SC1=C2c2ccccc2N(C)C1(C)C,9.6,1.7,3.8,0.1
Cc1cccc(NC(=O)CSc2nc(-c3cccs3)cc(C(F)(F)F)c2C#N)n1,-7.9,2.0,-2.5,-0.1
Cc1nn(-c2ccccc2)c2sc(C(=O)NCC3CCCO3)cc12 (configuration not stated),1.6,1.7,-3.3,0.2
COc1ccc2c(CNCC(C)c3ccccc3)c(C(=O)O)n(Cc3ccc(C)cc3)c2c1 (configuration not stated),6.6,1.0,8.6,0.2
c1ccc(CN2CCC(=NNc3nc4ccccc4[nH]3)CC2)cc1,43.4,-0.8,-10.9,-0.2
Cc1nn(C(C)C)c(=O)c2cc3occc3n12,-2.3,-0.8,-6.6,-0.1
